PolyA inh: polyadenylation inhibitors in yeast reporter cells, primary screen, luminescence, S. cerevisiae; S. cerevisiae SKY197-pL101 polyadenylation reporter, beta-gal luminescence; efflux-impaired pdr1/pdr3 knockout yeast; score 100 = 6 SD above DMSO; 300,000 tested, 0.02% active; calls only at 12 µM;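 active = lowest replicate activity score at least 50, where 100 means six control SD above control mean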;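 also: yeast exposed to compound for 9 h at 30 °C; higher score means more reporter readthrough which indicates perturbed polyadenylation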
aSyn 5UTR inh: MLPCN primary screen, SNCA 5' untranslated region; alpha-synuclein 5'UTR reporter, inhibitor activity; inhibition, % (tested at 7.5 µM); 300,000 tested, 0.82% active; AID 1813, 2009; in the data active = inhibition above about 60%;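 also: H4 neuroglioblastoma cells stably carrying SNCA 5'UTR luciferase fusion; 0% = DMSO wells and 100% = positive control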
IEC-6 tox: cytotoxicity in IEC-6 intestinal epithelial cells, primary screen, cytotoxicity control for KLF5 inhibitor project, cell-based, luminescence. IEC-6 cytotoxicity, luminescence viability. inhibition, % at 5 µM. 290,000 tested, 0.78% active. AID 1825, 2009; in the data active = inhibition above about 22%;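 also: 0% = plate median of test compound wells and 100% = cytotoxic reference compound wells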
HSF1 inhib: HSF1 inhibitors in luciferase reporter cells, primary screen, cell-based, NIH3T3, luminescence. NIH3T3-HGL HSE-luciferase, MG132-induced, luminescence 8 h; stronger effect = lower value. activity change, negative = inhibition, % at 7.5 µM (by protocol). 300,000 tested, 0.77% active;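 active = more than half of replicate wells show activity change below -50%, luminescence cut by over half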;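 also: luciferase reports HSF-1 transcriptional activity via heat shock element; 0% = median of DMSO wells and -100% = zero luminescence signal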
GSK3A inh: blockers of GSK3A enzyme activity – biochemical, luminescence, cell-free homogeneous, HTS, primary screen; Glycogen synthase kinase-3 alpha (Homo sapiens), P49840; GSK-3 alpha kinase, ADP-Glo luminescence, 60 min; inhibition, % at 10 µM; 320,000 tested, 0.1% active; AID 2650, 2010;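 in the data active = inhibition above about 50%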;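 also: GST-tagged GSK-3 alpha with peptide substrate and 25 µM ATP; 0% = DMSO neutral wells and 100% = GW8510 positive control wells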
Target sequence (P49840 whole entry, looked up): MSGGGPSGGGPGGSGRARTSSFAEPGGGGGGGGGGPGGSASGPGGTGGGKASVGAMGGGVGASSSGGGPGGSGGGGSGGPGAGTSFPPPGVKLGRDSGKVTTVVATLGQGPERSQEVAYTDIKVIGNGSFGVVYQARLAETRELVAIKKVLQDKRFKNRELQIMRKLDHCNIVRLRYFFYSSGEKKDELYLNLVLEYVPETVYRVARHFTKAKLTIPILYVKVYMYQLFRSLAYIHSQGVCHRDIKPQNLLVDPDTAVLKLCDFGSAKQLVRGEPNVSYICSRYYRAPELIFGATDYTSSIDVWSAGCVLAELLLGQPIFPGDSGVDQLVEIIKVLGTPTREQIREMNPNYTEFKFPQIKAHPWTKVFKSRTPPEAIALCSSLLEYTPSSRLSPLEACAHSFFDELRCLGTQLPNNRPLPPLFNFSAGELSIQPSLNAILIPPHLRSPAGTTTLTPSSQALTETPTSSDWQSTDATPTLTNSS
AI-2 QS mod: Vibrio harveyi AI-2 quorum sensing modulators, primary screen, JMH597 strain, luminescence/OD600 ratio. activity change, % at 7.5 µM. Vibrio harveyi JMH597 AI-2 luminescence/OD600 ratio, 9 h; stronger effect = lower value; strain lacks LuxN and CqsS sensors; 0 = neutral-control median. 300,000 tested, 0.4% active; in the data active = activity change below about -75%, passing the limit was not always enough;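 also: luminescence divided by OD600 gain over 9 h not by final OD600 alone; inactives centre near 13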
HSF-1 act: HSF-1 activators, primary screen, NIH3T3-HGL cells, MG132 stress, luminescence, single point; activation, % at 9 µM; 300,000 tested, 1.7% active; NIH3T3-HGL HSF-1 luciferase reporter, 8 h; 100% = twice DMSO control signal;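 active = mean replicate activation of at least 50% with a set share of replicates each reaching 50%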;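 also: 0% = median of the neutral control wells and 100% = twice that signal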
GSK3B inh: human GSK3beta kinase inhibitors, primary screen, biochemical, cell-free homogeneous, HTS; GST-GSK3beta kinase, ADP-Glo luminescence, 60 min; stronger effect = lower value; Glycogen synthase kinase-3 beta (Homo sapiens), P49841; 300,000 tested, 0.038% active; activity score (negative = inhibition), % at 10 µM;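 active = more than half of replicate wells score below -50%, meaning over 50% inhibition versus plate controls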;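 also: 0% = median DMSO wells and -100% = median GW8510 positive control wells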
Target sequence (P49841 whole entry, looked up): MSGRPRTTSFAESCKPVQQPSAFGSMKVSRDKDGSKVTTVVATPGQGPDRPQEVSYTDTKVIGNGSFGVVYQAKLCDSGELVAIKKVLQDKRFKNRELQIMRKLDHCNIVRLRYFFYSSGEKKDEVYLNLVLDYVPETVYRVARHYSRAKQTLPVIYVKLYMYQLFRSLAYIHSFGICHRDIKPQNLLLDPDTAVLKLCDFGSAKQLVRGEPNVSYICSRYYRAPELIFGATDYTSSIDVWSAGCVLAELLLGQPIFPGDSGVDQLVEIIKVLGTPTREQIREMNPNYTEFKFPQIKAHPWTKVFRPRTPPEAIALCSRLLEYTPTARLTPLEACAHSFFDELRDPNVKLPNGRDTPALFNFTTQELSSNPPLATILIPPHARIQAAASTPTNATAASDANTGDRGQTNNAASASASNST
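Test system: GST-tagged human GSK3beta kinase, cell-free; evaluation: activity score scaled between in-plate DMSO and GW8510 controls; measured by: ADP-Glo luminescence; incubation: 60 min reaction, RT; benchmarks: DMSO and 20 µM GW8510; reagent: peptide substrate plus 25 µM ATP (final); medium: Tris/MgCl2 kinase buffer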
HSP90 inh: HSP90 inhibitors, primary screen, cell lysate, luminescence; Heat shock protein HSP 90 (rabbit reticulocyte lysate; luciferase refolding); Rabbit reticulocyte lysate, luciferase refolding luminescence, 3 h; inhibition, % at 5.6 µM; 290,000 tested, 0.91% active; AID 1789, 2009;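 active = inhibition above the screen-wide mean plus 3 SD, computed separately per campaign, cut at about 16% in these data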;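 also: 0% = DMSO wells and 100% = 60 µM geldanamycin wells; inhibitors lower the luminescence because luciferase stays unfolded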
KLF5 inh: KLF5 expression inhibitors, primary screen, DLD-1 cells, luminescence | AID 1700, 2009 | inhibition, % at 5 µM | DLD-1 KLF5 promoter-luciferase reporter | 290,000 tested, 0.23% active;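 active = inhibition above a per-plate limit of that plate's mean compound inhibition plus 3 SD, cut at about 60% in these data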;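 also: 0% = DMSO wells and 100% = LY294002 at 200 µM; higher means less KLF5 promoter-driven luciferase light; inactives centre near -14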
* hit, by the source's call; i = inactive; x = not tested or not shown. Some of the compounds tested; count on the stated rates, not on these rows.

SMILES | PolyA inh | aSyn 5UTR inh | IEC-6 tox | HSF1 inhib | GSK3A inh | AI-2 QS mod | HSF-1 act | GSK3B inh | HSP90 inh | KLF5 inh
O=C(/C=C/c1ccc(Cl)cc1)N1CCN(c2ccc([N+](=O)[O-])c(N3CCOCC3)c2)CC1 | i | 18 | 3 | 8 | -5 | 6 | 8 | 3 | 2 | 8
C/C(=N\Nc1ccc(Cl)c(C(=O)O)c1)c1ccc[nH]1 | i | -24 | -4 | -4 | x | 31 | -8 | 0 | 35* | -186
Cc1ccc(-n2ncc3c2CC(C)(C)CC3NC(=O)CCc2cccnc2)cc1 (centres undefined) | i | 3 | 8 | -2 | -2 | 33 | 6 | -2 | -3 | -38
CCOc1ccc(Br)cc1C(=S)N1CCCC1 | i | 2 | 0 | -7 | x | 2 | -14 | -1 | 3 | 6
O=C(O)CCn1nnc(-c2ccccc2)n1 | i | -37 | 3 | -2 | 0 | 13 | -14 | -3 | 2 | -23
CCCCCCCCNC(=O)C(CCC(=O)OCc1ccccc1)NC(C)=O (centres undefined) | i | 14 | -1 | 4 | 0 | -3 | 2 | 1 | 5 | -11
Oc1ccc(CNc2ccc(F)cc2)c2cccnc12 | i | 76* | -3 | -47 | 0 | 6 | -43 | -3 | 0 | -27
CCCC(=O)N1CCN(c2nnc(-c3ccccc3)c3ccccc23)CC1 | i | 4 | -3 | -1 | 1 | -4 | -15 | 1 | -1 | 4
Cc1cc(=O)oc(C)c1C(=O)NC12CC3CC(CC(C3)C1)C2 | i | 4 | 1 | -1 | -1 | 15 | -5 | -2 | 2 | -26
COc1ccc(-c2n[nH]c(=S)n2-c2ccc(C)cc2)cc1OC | i | 4 | -5 | 9 | 22 | 4 | 1 | 4 | 3 | -7
CCC(=O)Nc1cccc(C2=NOC3(C2)C[C@@H](C(N)=O)N(C(=O)c2cc([N+](=O)[O-])cc([N+](=O)[O-])c2)C3)c1 (some centres undefined) | i | 12 | x | -7 | -2 | 12 | 4 | 2 | x | x
O=C(O)c1ccc(NC(=O)C2C3CCC(O3)C2C(=O)O)cc1 (centres undefined) | i | 4 | 9 | -9 | -2 | 26 | 7 | -2 | -2 | -11
COCC(=O)N(c1ccc(C(C)C)cc1)C1C=CS(=O)(=O)C1 (centres undefined) | i | 15 | 0 | -1 | -4 | 24 | -7 | 1 | 0 | -16
CCc1c(C)nc(N2CCN(c3ccc(Cl)cc3)CC2)[nH]c1=O | i | 5 | 3 | -3 | -1 | 17 | -3 | 6 | -2 | 3
Nc1c(C(=O)NCCC2=CCCCC2)sc2ccc(S(=O)(=O)N3CCCCC3)cc12 | i | 8 | -6 | 13 | 2 | 15 | 35 | 0 | -4 | -3
Cc1ccc(SCCOCCN2CCOCC2)cc1 | i | 4 | 4 | -4 | 3 | -1 | -3 | 1 | -2 | -30
O=C(Cn1cnc2ccccc2c1=O)Nc1nnc(SCc2ccc(Cl)cc2)s1 | i | -8 | 9 | -3 | -2 | 18 | -1 | -1 | -5 | -14
Cc1csc(CNC(=O)C2CCC(=O)N(CCc3cccc(F)c3)C2)n1 (centres undefined) | i | 3 | 1 | -7 | -1 | 8 | -2 | 1 | 3 | -27
CCCCC(=O)NNC(=S)NC(=O)CCC | i | 6 | -3 | -8 | -3 | 22 | 3 | 0 | -3 | -30
Cc1ccc(NC(=S)N/N=C/c2c(Cl)cccc2Cl)c(C)c1 | i | 46 | 13 | -3 | -3 | 23 | 1 | 1 | 2 | 18
CCCn1c(SCC(=O)N2CCN(C(=O)c3ccco3)CC2)nc2ccccc2c1=O | i | 7 | -6 | 0 | -2 | 9 | 0 | 4 | -1 | -3
COc1ccc(/C=N/OCC(=O)N2CC3(C)CC2CC(C)(C)C3)cc1OC (centres undefined) | i | 21 | -7 | -3 | 2 | 3 | -17 | 1 | -1 | -20
C/C(=N\NC(=O)CC1N=C(Cc2ccccc2)NNC1=O)c1ccc(Cl)cc1Cl (centres undefined) | i | -3 | 0 | 2 | 0 | 30 | -2 | -2 | 2 | -5
Cc1cc2oc(C(=O)Nc3nonc3C)c(C)c2cc1Cl | i | -88 | 5 | 9 | -4 | 8 | 7 | 2 | -2 | -98
N/C(COc1cccc(Cl)c1)=N\NS(=O)(=O)c1ccccc1 | i | 16 | 7 | -17 | x | 7 | -34 | 5 | 1 | -22
COc1ccc(S(=O)(=O)N2CCN(C(=O)Nc3ccccc3OC)CC2)cc1 | i | -20 | -1 | 1 | -2 | 10 | 9 | -1 | -1 | 13
O=S(=O)(NC1CCCCC1NCc1ccco1)c1ccccc1 (centres undefined) | i | 6 | 8 | -2 | 4 | 19 | -12 | 3 | 2 | 2
CCOc1ncccc1C(=O)OCC(=O)Nc1ccc2c(c1)OCO2 | i | -9 | 8 | -6 | x | 17 | -1 | 0 | 3 | -11
CCOc1ccc(CNC(=O)CCCn2nc(C)c3c(C)n(-c4ccc(C)cc4)nc3c2=O)cc1 | i | 45 | 9 | 0 | -2 | 8 | 11 | 3 | -6 | -26
COC(=O)C1=C(C(=O)OC)[C@@H]2N(Cc3ccccc3)c3ccccc3[C@@]23C[C@@H](C(=O)OC)N(C(=O)c2cccs2)C3=N1 | i | -12 | x | 1 | -4 | 16 | 9 | -3 | x | x
COc1cc(NC(=O)Cc2ccc(S(=O)(=O)N3CCOCC3)s2)c(OC)cc1Cl | i | 13 | x | 7 | -1 | 28 | 17 | 1 | x | x
COc1ccccc1CNC(=O)c1c(O)c2cc(OC)c(OC)cc2[nH]c1=O | i | -19 | 3 | 0 | -2 | 13 | 2 | 1 | 0 | 8
CCCCN(C(=O)C1CCCC1)C1CCS(=O)(=O)C1 (centres undefined) | i | 5 | x | 4 | x | 8 | 16 | 2 | x | x
Cc1cc(C(=O)N(C)CC(=O)Nc2ccc(F)c(F)c2F)no1 | i | 6 | -3 | -2 | 0 | 18 | -11 | 1 | -3 | -4
Cc1ccc(/C=C2\SC(=S)N(CCC(=O)NNC(=O)c3ccncc3)C2=O)cc1 | i | 3 | -9 | -7 | 1 | 12 | -3 | 2 | 3 | -19
CCOc1ccc(NC(=O)Nc2nnc(CC)s2)cc1 | i | -105 | -4 | 12 | -2 | -14 | 15 | 1 | 18* | -45
COc1ccc(C(=O)COC(=O)Cc2c[nH]c3ccccc23)c(OC)c1 | i | -9 | x | 1 | -2 | -4 | -8 | 0 | x | x
N#Cc1cc(C(=O)c2cc(Br)ccc2O)cn(C2CC2)c1=O | i | 0 | -6 | 14 | 3 | 15 | 10 | 2 | -1 | 11
Cc1ccc(C)c(NC(=O)C(CC(=O)O)C2CCCO2)c1 (centres undefined) | i | -6 | 0 | 1 | 0 | 12 | -12 | -1 | 3 | -6
C=CCc1c(C)nc(N)[nH]c1=O | i | 4 | -2 | -9 | -2 | 13 | 8 | 5 | -3 | -19
CCOc1ccc(/C=C(/NC(=O)c2ccccc2)C(=O)NCCC(=O)O)cc1 | i | 13 | -1 | -3 | -3 | 20 | -4 | 0 | 0 | -5
CC(C)(C)c1ccc(C(=O)NNC(=O)c2cccc(-n3cnnn3)c2)cc1 | i | -24 | 6 | -6 | -1 | 1 | -16 | -1 | 0 | -29
CCOc1ccc(S(=O)(=O)N2CCCC(C(=O)NCc3ccncc3)C2)cc1C (centres undefined) | i | 41 | 7 | -6 | 1 | -1 | -21 | 4 | -3 | -2
C/C(=N\O)c1ccc(Cl)c(Cl)c1 | i | 5 | -4 | -1 | -3 | 11 | -1 | 4 | -6 | -23
Cc1cccc[n+]1CC(=O)/C=C1\N(C)c2ccccc2C1(C)C | i | -14 | 0 | -1 | 0 | 24 | 3 | -1 | -1 | -2

Rewritten tab-delimited: three of the compounds above
mol	PolyA inh	aSyn 5UTR inh	IEC-6 tox	HSF1 inhib	GSK3A inh	AI-2 QS mod	HSF-1 act	GSK3B inh	HSP90 inh	KLF5 inh
COc1cc(NC(=O)Cc2ccc(S(=O)(=O)N3CCOCC3)s2)c(OC)cc1Cl	i	13	x	7	-1	28	17	1	x	x
COc1ccccc1CNC(=O)c1c(O)c2cc(OC)c(OC)cc2[nH]c1=O	i	-19	3	0	-2	13	2	1	0	8
CCCCN(C(=O)C1CCCC1)C1CCS(=O)(=O)C1 (centres undefined)	i	5	x	4	x	8	16	2	x	x

Going on with the list:
SMILES | PolyA inh | aSyn 5UTR inh | IEC-6 tox | HSF1 inhib | GSK3A inh | AI-2 QS mod | HSF-1 act | GSK3B inh | HSP90 inh | KLF5 inh
CC(=O)C(C)Oc1ccc2c3c(c(=O)oc2c1C)CCCC3 (centres undefined) | i | 4 | 0 | 0 | 1 | 37 | -10 | 2 | 1 | -39
CCc1cc2c(COC(=O)c3cccc(S(C)(=O)=O)c3)cc(=O)oc2cc1O | i | -10 | -6 | -6 | 12 | 15 | -5 | 2 | -2 | -2
Cc1ccc2c(c1)N(CC(=O)N1CCN(c3nc4ccccc4s3)CC1)C(=O)C(C)O2 (centres undefined) | i | -19 | -1 | 5 | 1 | -3 | 0 | -2 | 0 | -32
CC(C)c1cc(C(=O)Nc2cccc(Cl)c2)no1 | i | x | 2 | x | -1 | -30 | x | 1 | 6 | -116
Fc1cccc(Cl)c1-c1nnc2ccc(C(F)(F)F)cn12 | i | 19 | 2 | -11 | -2 | 20 | -14 | 3 | 4 | -30
CCn1c(CNc2ccc(F)cc2)nnc1SCCN1CCCCC1 | i | 0 | -2 | -7 | -3 | 0 | -14 | 1 | -1 | -17
O=C(Nc1nn(Cc2ccc(Cl)cc2)cc1Br)c1ccc(COc2ccccc2Cl)o1 | i | 2 | 0 | 3 | -1 | 7 | -6 | 2 | 9 | -50
Cc1ccccc1C(=O)c1cccn1CC(=O)NCc1cccc(Cl)c1 | i | -30 | -3 | 12 | -1 | 5 | 16 | -4 | -6 | 2
CCOc1cccc(Oc2ncccc2C(=O)/C(C#N)=C/N(C)C)c1 | i | -5 | 0 | -4 | -3 | 22 | 12 | 0 | 3 | -47
O=C(O)CC(c1cccc2ccccc12)N1Cc2ccccc2C1=O (centres undefined) | i | 14 | 1 | 5 | -3 | 21 | 2 | 1 | -3 | -29
COCCNC(=O)C(c1cccs1)N(C(=O)Cn1nnc2ccccc21)c1cccc(C(C)=O)c1 (centres undefined) | i | -2 | 0 | -6 | -1 | 39 | 15 | -3 | 0 | -30

Compound activity from PubChem BioAssay.
